AT treatment: candidate therapy for ataxia-telangiectasia; […] A-T fibroblasts, KAP-1 phosphorylation AlphaLISA; neocarzinostatin DNA damage 30 min before lysis; Potency, µM (doses to about 57.5 µM), without a hit: at the top dose activation, actives largely listed as activators; 320,000 tested, 0.19% active; AID 485349; also: potency is read from the fitted curve at half-maximal effect; % of control where 0% means no effect; nearly all actives have a fitted effect of over 45% in size
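ATM-like activity read as KAP-1 phosphorylation via AlphaLISA donor/acceptor antibody pairs after lysis and 6 hr at 25C. Cells were ATM-null patient fibroblasts ([…], hTERT), dosed 60 min, then exposed to the DSB inducer NCS for 30 min.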
Tb PFK inh: T. brucei PFK enzyme inhibition | O15648 | T. brucei PFK, ADP-Glo luminescence | Potency, µM (top dose mostly 57.5 µM), without a hit: at the top dose activity, negative = inhibition, actives largely listed as inhibitors | 330,000 tested, 0.17% active;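 also: potency is read from the fitted curve at half-maximal effect; 0% = uninhibited 1x PFK enzyme wells and -100% = no-enzyme wells; nearly all actives have a fitted effect of over 60% in size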
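Luminescent ADP detection (ADP-Glo, two-step: ATP depletion then ADP-to-ATP conversion for luciferase) reported PFK activity after 45 min room-temperature reaction of 1.25 nM enzyme with 0.5 mM F6P and 0.1 mM ATP at pH 8.0.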
TSHR antag: antagonists of human thyroid stimulating hormone receptor; P16473; TSHR-expressing cells, TSH-stimulated cAMP HTRF, 2 h; stronger effect = lower value; activity change, negative = inhibition, % at 11.5 µM; 330,000 tested, 0.2% active; AID 504810;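 active = activity change below a set negative limit, meaning inhibition stronger than a set level, cut at about -70% in these data; inconclusive = activity change between two set negative limits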; also: % is scaled to controls: 0 for no effect and ±100 for the full control effect
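Inhibition of cAMP made by TSHR-expressing cells under TSH stimulation (4nM final, EC80; 2 h, 37 deg C) is quantified with a one-step lysis HTRF kit, anti-cAMP cryptate versus cAMP-d2.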
a7 integrin act: activates integrin-mediated alleviation for muscular dystrophy; alpha7betagal myoblasts, beta-gal FDG fluorescence, 48 h; Potency, µM (top dose mostly 38.3 µM), for inactives: at the top dose activation, usual class: activators; 350,000 tested, 0.064% active; AID 624291;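 also: potency is read from the fitted curve at half-maximal effect; 100% = response of the positive control SU9516; nearly all actives have a fitted effect of over 60% in size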
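alpha7betagal+/- myoblasts (passage 13, 250/well) treated 48 h at 37C with compounds at 1:260 dilution of DMSO stock. Lysed, then beta-galactosidase activity read as FDG fluorescence (ex 480/em 540) after 30 min, with pre-read for autofluorescence.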
ASM inhibitor: inhibitors of human secretory acid sphingomyelinase. P17405. placental ASM, HMU-PC fluorogenic substrate, 60 min. 340,000 tested, 0.006% active. AID 504937. Potency, µM (top dose mostly 57.5 µM), for the others: top-dose activity change, negative = inhibition, usual class: inhibitors; also: potency is read from the fitted curve at half-maximal effect
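Fluorescence read-out (Ex 386 nm, Em 447 nm) after stopping the reaction at pH 10. Enzyme: ASM from human placenta; substrate HMU-PC0, 9 uM final; 60 min, 37 °C. Compound preincubation 10 min, ambient temperature.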
Mito fusion yeast: mitochondrial division inhibition or fusion activation; 320,000 tested, 0.23% active; Potency, µM (titrated, usually from 46.1 µM), for inactives: at the top dose growth rescue (activation), usual class: activators; S. cerevisiae fusion-defective mutant growth rescue, CellTiterGlo 48 h;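 also: potency is read from the fitted curve at half-maximal effect; % of control where 0% means no effect; nearly all actives have a fitted effect of over 45% in size; temperature-sensitive fusion mutants such as fzo1-1 at 37 °C on non-fermentable ethanol glycerol medium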
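S. cerevisiae fusion-defective temperature-sensitive mutants (e.g. fzo1-1, mgm1-5) grown 48 h at 37C in YPEG (ethanol/glycerol non-fermentable) medium with 23 nl compound per well; growth rescue read as CellTiterGlo luminescence.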
TCR act: activates T cell receptor signaling; primary human leukocytes, anti-CD3, IL-2 HTRF, 48 h; AID 504894; Potency, µM (titrated, usually from 9.22 µM), without a hit: top-dose activation of IL-2 secretion, hits mostly activators; 330,000 tested, under 10 active; also: % of control where 0% means no effect
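IL-2 release read by HTRF sandwich (Eu cryptate donor, d2 acceptor, 665 nm emission) after 48 hr exposure of primary human leukocytes to compound together with anti-CD3 beads in the absence of co-stimulatory signals.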
Eya2 phos inh: blocks the phosphatase activity of human Eya2; recombinant Eya2, OMFP fluorescence dephosphorylation (OMFP is methylfluorescein phosphate); O00167; Potency, µM (top dose mostly 76.9 µM), for the others: top-dose activity, negative = inhibition, hits mostly inhibitors; 330,000 tested, 0.006% active; AID 488837; also: potency is read from the fitted curve at half-maximal effect; % is scaled to controls: 0 for no effect and ±100 for the full control effect
Target sequence (O00167 whole entry, looked up): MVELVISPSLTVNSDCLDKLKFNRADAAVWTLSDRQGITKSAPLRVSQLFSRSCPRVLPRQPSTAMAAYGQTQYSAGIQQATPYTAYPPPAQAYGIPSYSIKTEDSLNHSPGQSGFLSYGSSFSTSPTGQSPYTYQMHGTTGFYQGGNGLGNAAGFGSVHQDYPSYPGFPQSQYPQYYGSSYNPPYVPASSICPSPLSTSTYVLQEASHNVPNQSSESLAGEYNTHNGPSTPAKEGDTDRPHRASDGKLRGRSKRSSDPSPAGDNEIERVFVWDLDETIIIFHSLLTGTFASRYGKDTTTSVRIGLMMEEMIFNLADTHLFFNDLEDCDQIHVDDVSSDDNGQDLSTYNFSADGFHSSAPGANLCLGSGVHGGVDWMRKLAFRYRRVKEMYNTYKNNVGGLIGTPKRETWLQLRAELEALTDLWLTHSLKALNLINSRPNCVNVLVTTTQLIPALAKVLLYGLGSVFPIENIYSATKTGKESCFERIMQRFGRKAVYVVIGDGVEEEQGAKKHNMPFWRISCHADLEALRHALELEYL
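Eya2 protein (added as 0.2 uM solution) was preincubated with compound for 10 min at ambient temperature in 50 mM HEPES pH 7.5, 50 mM NaCl, 5 uM MgCl2, 0.05% BSA, 1 mM DTT. OMFP (added at 50 uM) then reacted 10 min; fluorescence read at 485/525 nm.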
BCR signal inh: inhibitors of chronic active B-cell receptor signaling | ABC-DLBCL IkBa-CBG/CBR reporter, luminescence ratio, 4 h | Potency, µM (series often up to 46.1 µM), for the others: top-dose ratio change, negative = lower green/red ratio, usual class: inhibitors | 340,000 tested, 0.05% active | AID 493014; active = well fitted inhibition curve with a large enough effect in the signal ratio, with a control signal flat, not every such curve was filed as active; inconclusive = small, poorly fitted or top-dose-only effect, or effect the other way, or a change in a side signal; the % refers to the signal ratio;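 also: potency is read from the fitted curve at half-maximal effect; plate controls were basal doxycycline-induced cells for no effect and cells given 10 µM MG132 for full effect; MG132 reads +100%, hits lower the ratio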
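Cell line TMD8 (human ABC DLBCL), stably expressing tet-inducible CBG68-IkBa fusion and CBR; IMDM/0.5% FBS; cpd up to 46 uM; dox induction, 4 h, 37C/5% CO2; dual luminescence; green/red ratio; MG132 control.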
TSG101-PTAP inh: blocks PTAP/TSG101 interaction to inhibit HIV-1 budding; Fluorescence polarization, FITC-PTAP peptide / Tsg101 binding; Potency, µM (doses to about 115 µM), inactives show at the highest dose activity change, negative = inhibition, hits mostly inhibitors; 340,000 tested, under 10 active; AID 493005; active = well fitted inhibition curve with a large enough effect in the main read-out, with a control signal flat, not every such curve was filed as active; inconclusive = small, poorly fitted or top-dose-only effect, or effect the other way, or a change in a side signal; inactive = no such curve, though single readings can be large or run the other way; also: potency is read from the fitted curve at half-maximal effect; % of control where 0% means no effect
Target sequence (Q99816 whole entry, looked up): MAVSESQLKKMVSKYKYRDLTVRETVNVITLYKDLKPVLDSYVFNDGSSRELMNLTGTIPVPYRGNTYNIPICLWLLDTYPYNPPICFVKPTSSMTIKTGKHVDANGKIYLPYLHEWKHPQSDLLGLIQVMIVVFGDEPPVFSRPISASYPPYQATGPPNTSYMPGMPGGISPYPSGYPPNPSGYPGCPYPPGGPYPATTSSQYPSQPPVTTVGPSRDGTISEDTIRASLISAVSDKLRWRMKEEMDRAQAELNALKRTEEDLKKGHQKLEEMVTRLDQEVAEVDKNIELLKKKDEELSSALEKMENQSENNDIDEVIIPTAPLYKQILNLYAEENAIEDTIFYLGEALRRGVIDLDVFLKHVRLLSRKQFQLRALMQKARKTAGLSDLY
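Compounds were pin-transferred onto Tsg101 binding domain (10 uM final) in HEPES pH 7.5 buffer, then FITC-PTAP peptide was added at 50 nM final. After 20 min at RT, polarization reported peptide displacement across a qHTS concentration series.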
ELG1 DNA repair: blocks ELG1-dependent DNA repair in HEK293T cells; Potency, µM (doses to about 46.1 µM), without a hit: at the top dose activity change, negative = inhibition, actives largely listed as inhibitors; HEK293T ELG1-luciferase reporter, luminescence, 16 h; DNA damage induced by 5-fluorouridine; 330,000 tested, 2.3% active; also: potency is read from the fitted curve at half-maximal effect; % is scaled to controls: 0 for no effect and ±100 for the full control effect; nearly all actives have a fitted effect of over 55% in size
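Cells (2,000 per well) received 5-fluorouridine plus test compound or DMSO and were incubated 16 hr at 37 °C, 5% CO2. Luciferase activity was read by luminescence 30 min after ONE-Glo addition; signal suppression marked inhibition of damage-induced ELG1 function.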
* marks the source's active call; other numbers are inactive results; ? = inconclusive; · = no result given; [ ] = dose if it differs, or a comment. Unless noted, calls follow the shape of the dose curve; as a rule, active = well fitted curve in the direction sought with a large enough effect; inconclusive = small, poorly fitted or top-dose-only effect, or another doubt; inactive = no such curve, though single readings can be large; an effect the other way counts as inactive or inconclusive.

Every second line gives: AT treatment	Tb PFK inh	TSHR antag	a7 integrin act	ASM inhibitor	Mito fusion yeast	TCR act	Eya2 phos inh	BCR signal inh	TSG101-PTAP inh	ELG1 DNA repair
1. Cc1ccccc1NC(=O)c1sc(NC(=O)C2CC2)nc1C
    11%	2%	5	1%	-1%	3%	·	-4%	?	1%	-2%
2. O=C(c1cccs1)N1CCN(Cc2ccccc2[N+](=O)[O-])CC1
    0%	-1%	-5	-18%	5%	4%	-3%[46.1 µM]	3%	-1%	-3%	-5%
3. CC(NCC(=O)NCCc1ccc(S(N)(=O)=O)cc1)c1ccc(F)cc1 (configuration not stated)
    -15%	1%	48	-9%	2%	-2%	0%	3%	-1%	0%	7%
4. CCONC(=O)Nc1ccccc1[N+](=O)[O-]
    -6%	-1%	24	21%	1%	3%	5%[46.1 µM]	-10%	?	-4%	?
5. NC(=O)C1CCCN(S(=O)(=O)c2ccccc2)C1 (configuration not stated)
    5%	-5%	4	7%	1%	0%	-4%	-5%	?	-5%	-3%
6. CCOC(=O)C(O)(CC(=O)Nc1cc(F)ccc1C)C(F)(F)F (configuration not stated)
    -1%	1%	-8	4%	7%	-2%	2%[46.1 µM]	-8%	-2%	-4%	13%
7. COc1ccc(COC(=O)c2ccc(S(=O)(=O)N3CCCCC3)cc2)cc1OC
    1%	3%	10	-4%	0%	-6%	5%	19%	-3%	-1%	3%
8. CCCCOCCCNC(=O)c1ccc(OCC)cc1
    ·	2%	-5	-3%	-2%	-1%	0%	-6%	-13%	0%	1%
9. CC(C)C[C@H](NC(=O)c1nc[nH]c1C(=O)N1CCN(c2ccccc2)CC1)C(=O)OCc1ccccc1
    3%	-14%	1	-7%	-11%	-30%	3%	-5%	-12%	-12%	0%
10. CC1(C(=O)NC2CCCCC2)CCC(=O)N1Cc1ccc2c(c1)OCO2 (configuration not stated)
    -3%	0%	4	3%	2%	-1%	4%	10%	-6%	-2%	12%
11. COc1ccc(NC(=O)C(C)N2CCN(C)CC2)cc1 (configuration not stated)
    -7%	-3%	4	5%	-1%	0%	3%	1%	4%	-3%	9%
12. CCn1c(=O)c(C(=O)NCc2ccc3c(c2)OCO3)c(O)c2ccccc21
    4%	-1%	-13	4%	-2%	2%	·	2%	2%	3%	?
13. COc1ccc(C(=O)NC(C)c2nnc(SCC(=O)NC3=NCCS3)n2C)cc1 (configuration not stated)
    -8%	0%	12	16%	-4%	6%	15%	?	2%	-9%	18%
14. COc1cc(C2c3sc(=O)[nH]c3SC3C(=O)N(c4ccc(Br)cc4)C(=O)C32)ccc1O (configuration not stated)
    -8%	-1%	-27	-10%	-4%	1%	-5%	-15%	?	-6%	12%
15. Cc1ccc(C)c(N(C(=O)Cn2nnc(-c3cccs3)n2)C(C(=O)NC2CCCC2)c2ccncc2)c1 (configuration not stated)
    -5%	0%	3	-12%	1%	0%	-2%	7%	13%	-2%	29%
16. c1ccc(-c2nn3cnnc3c3ccccc23)cc1
    5%	-1%	22	-9%	1%	-4%	5%	-14%	?	-6%	-17%
17. COc1ccc(NC(=O)CC(c2ccc(F)cc2)c2ccc(OC)cc2)cc1 (configuration not stated)
    5%	1%	-3	18%	6%	-3%	-2%[46.1 µM]	-13%	-1%	0%	-11%
18. C=CCNC(=O)/C(C#N)=C/c1c(N2CCN(c3cccc(Cl)c3)CC2)nc2c(C)cccn2c1=O
    -17%	3%	-7	-1%	·	-5%	0%	-10%	1%	2%	-24%
19. CN1C(CC(=O)Nc2ccc(Cl)cc2Cl)c2ccccc2CC1(C)C (configuration not stated)
    3%	1%	-7	-42%	0%	-3%	-15%	5%	1%	-5%	?
20. Cc1ccnn2cc3c(=O)n(C)c(=O)n(C)c3c12
    -2%	-4%	0	·	·	5%	·	8%	-1%	·	7%
21. CC(=O)C[C@@H](O)CC(=O)[C@H]1OC(=O)CCCCCc2ccccc21
    15%	0%	-3	0%	3%	·	8%	-16%	4%	-3%	4%
22. O=C(Nc1ccc(F)c(F)c1)C1=COCCO1
    -10%	-5%	-2	?	6%	6%	-5%	5%	1%	-3%	?
23. COc1ccc(CCNC(=O)Cn2c(=O)c3cccn3c3cccnc32)c(OC)c1OC
    6%	0%	-11	8%	1%	0%	-4%	-6%	-2%	-3%	-9%
24. Cc1nnnn1-c1ccc(CC(=O)O)cc1
    0%	-1%	-2	12%	6%	-4%	-1%	-5%	2%	-3%	3%
25. O=C1CSC(c2cccc([N+](=O)[O-])c2)N1c1c(F)cccc1F (configuration not stated)
    0%	2%	-9	-10%	-3%	1%	-7%	1%	1%	0%	-6%
26. CCOc1ccc(NC(=O)C2CC(=O)N(c3ccc4c(c3)OCCO4)C2)cc1OCC (configuration not stated)
    4%	1%	-4	-21%	1%	-4%	-4%	2%	-19%	-6%	2%
27. Cn1c(SCC(=O)N2CC(=O)Nc3ccccc32)nc2ccccc2c1=O
    -11%	-11%	-30	7%	0%	2%	4%	-4%	-3%	-4%	-22%
28. C=CCN(CC=C)S(=O)(=O)c1ccc2nc(NC(=O)C3CCCO3)sc2c1 (configuration not stated)
    11%	-1%	-7	28%	0%	15%	1%[46.1 µM]	3%	-12%	-2%	-15%
29. CCc1nc(N2CCOCC2)c(C#N)c2c1COC(C)(C)C2
    13%	-4%	-5	-17%	24%	10%	3%	16%[15.4 µM]	0%	0%	-5%
30. Cc1ccc2[nH]c3c(NCCN4CCOCC4)ncnc3c2c1
    -3%	14%	7	17%	3%	4%	-1%	0%	7%	-1%	?
31. CC(C)c1cc(NC(=O)c2ccccc2)cc(C(C)C)c1O
    10%	-6%	-11	13%	0%	6%	-11%	2%	?	-5%	-15%
32. Cc1ccc(C)c(N(CC(=O)NC2CCCC2)C(=O)CNC(=O)c2cccs2)c1
    2%	0%	8	10%	-1%	3%	-6%	-2%	-1%	-1%	-4%
33. C/C(=N\NC(=S)NC1CCCCC1)c1cccs1
    -3%	-1%	-14	-5%	-2%	7%	6%	-8%	?	-2%	-30%
34. Cc1ccc(-c2csc3ncn(CC#N)c(=O)c23)cc1
    -1%	0%	-2	-10%	0%	3%	3%	7%	-7%	-6%	0%
35. CN(C(=O)CSc1nnc(NCc2ccccc2)s1)C1CCS(=O)(=O)C1 (configuration not stated)
    -6%	0%	-5	9%	0%	-3%	3%	2%	-7%	-3%	?
36. CC1(C)SC(=S)N(NC(=O)Nc2ccccc2)C1N(O)C(=O)Nc1cccc2ccccc12 (configuration not stated)
    2%	2%	-18	16%	-7%	9%	-7%[46.1 µM]	-2%	?	-4%	0%
37. Cc1cc(C)cc(NC(=O)CS(=O)(=O)c2ccccc2)c1
    -2%	0%	-2	4%	2%	0%	-8%	10%	4%	-7%	-4%
38. Cc1ccc(C(=O)NC(Cc2cccc(C(F)(F)F)c2)C(=O)O)cc1 (configuration not stated)
    16%	0%	8	9%	1%	·	0%[46.1 µM]	3%	5%	-3%	?
39. O=C(Nc1ccccc1N1CCCC1)C1CC(=O)N(Cc2ccccc2)C1 (configuration not stated)
    -2%	5%	14	1%	-3%	-5%	4%	5%	4%	0%	2%
